Bioassay records from PubChem BioAssay.
SARS 3CLpro inh: SARS-CoV 3CLpro protease inhibition. P0C6X7. recombinant SARS-CoV 3CLpro, quenched FRET peptide cleavage. inhibition, % at 6 µM. actives 0.14% (n = 290,000). AID 1706; in the data active = inhibition above about 12%
BH1578 lux ind: quorum light induction in luxS cqsA deficient V. cholerae | V. cholerae BH1578 lux reporter, luminescence, 6 h | actives 0.16% (n = 350,000) | activation, % at 18.7 µM | AID 588436; in the data active = activation mostly above about 9.7%, no sharp cut-off; note: not every result past the cut was called active; inactives centre near 0; reference of the scale not given here
PfHsp40 rescue: compounds rescuing yeast from Plasmodium falciparum HSP40 toxicity | S. cerevisiae expressing PfHsp40, growth rescue, ATP luminescence | growth rescue, % at 12.5 µM | actives 0.68% (n = 340,000); in the data active = growth rescue above about 28%, passing the limit was not always enough;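 note: yeast W303a lacking pdr1 and pdr3 grown in galactose medium; growth measured after three days at 30 °C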
Anthrax LF inh2: inhibitors of Bacillus anthracis lethal factor protease. P15917. multiplex microsphere protease cleavage assay, LF. inhibition, % at 10 µM. actives 0.12% (n = 360,000). AID 588501; note: plate controls were buffer without enzyme for full effect and enzyme alone for no effect
PrPC TRFRET: reduces human prion protein on the cell surface. cell surface PrPC, TR-FRET read-out. AID 720596. P04156. actives 0.43% (n = 370,000). inhibition, % at 13.8 µM; in the data active = inhibition above about 24%; note: 0% = median of the test wells and 100% = reference compound wells
TcdB inh: TcdB glycohydrolase inhibition; P18177; TcdB glycohydrolase enzymatic assay, plate reader; inhibition, % at 9.99 µM; actives 0.24% (n = 350,000); AID 652162; in the data active = inhibition above about 10%
Yp Topo-I inh: Y. pestis Topo-I inhibition via cleavage products. actives 0.064% (n = 360,000). activity, % at 10 µM. Y. pestis Topo-I cleavage product accumulation, plate reader; in the data active = activity above about 50%, passing the limit was not always enough; note: inactives centre near 2
PriA SSB inh: K. pneumoniae PriA-SSBct interaction inhibition; inhibition, % at 33 µM; actives 0.6% (n = 430,000); AID 1272365; AlphaScreen SSBct-PriA binding, biotinylated peptide; in the data active = inhibition mostly above about 37%, no sharp cut-off; inactive = mostly below about 20%;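 note: plate controls were negative control peptide for no effect and reference peptide for full effect; strong numbers were not always called active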
BoNT A protease: BoNT A light chain protease inhibition; multiplex microsphere protease substrate cleavage, flow cytometry; inhibition, % at 10 µM; actives 0.17% (n = 360,000); AID 588499; note: plate controls were buffer without enzyme for full effect and enzyme alone for no effect
* marks the source's active call; other numbers are inactive results; i = inactive; . = not tested or not shown. Cut-off read from the data, not from the text of the source, unless noted: active = inhibition above about 30%; inconclusive = no clear call, values can overlap the other calls; inactive = below that.

The first 2 compounds as a preview:
structure	SARS 3CLpro inh	BH1578 lux ind	PfHsp40 rescue	Anthrax LF inh2	PrPC TRFRET	TcdB inh	Yp Topo-I inh	PriA SSB inh	BoNT A protease
CCCCNC(=O)N(C)c1nncnc1C(=O)NC	-2.5	-6.7	-2.0	-2.3	6.8	.	-1.8	-14.2	0.5
O=C(C1CCCCC1)N1CCN=C1SCc1cccnc1	-2.5	-0.2	-1.0	-9.5	1.1	0.9	1.1	-5.4	-0.4

The whole of this part, previewed entries included:
structure	SARS 3CLpro inh	BH1578 lux ind	PfHsp40 rescue	Anthrax LF inh2	PrPC TRFRET	TcdB inh	Yp Topo-I inh	PriA SSB inh	BoNT A protease
CCCCNC(=O)N(C)c1nncnc1C(=O)NC	-2.5	-6.7	-2.0	-2.3	6.8	.	-1.8	-14.2	0.5
O=C(C1CCCCC1)N1CCN=C1SCc1cccnc1	-2.5	-0.2	-1.0	-9.5	1.1	0.9	1.1	-5.4	-0.4
Cc1ccccc1NC(=O)C(=O)N/N=C/c1cccc(Br)c1	-3.4	-0.3	0.9	-0.7	4.5	.	5.7	.	0.5
O=Nc1ccc(NOC(=O)c2ccccc2Br)cc1	3.0	-0.7	-0.5	-1.4	-6.0	.	-8.1	-6.8	0.3
COc1ccc(OCc2cc(C(=O)N3CCCC3)no2)c2ccccc12	-0.7	-0.5	0.2	0.4	1.5	0.6	29.7	-5.6	0.4
CCOc1ccc(N2C(=O)CSC23CCCCC3)cc1	-2.8	i	1.4	2.1	2.9	.	2.7	-4.2	-0.1
COCC1CCN(C(=O)c2cc(COc3cncc(Cl)c3)on2)C1 (stereo not given)	3.7	3.1	0.1	0.0	4.9	1.0	5.3	-13.2	1.3
CCO[C@@H]1OC(C(=O)NCc2nc3ccccc3[nH]2)=C[C@H](c2coc3ccccc3c2=O)[C@H]1CCCO	.	i	12.9	-2.8	5.9	-0.1	-2.2	-5.2	-0.5
O=C(NCC1CC1)c1ccc2c3n(nc2c1)-c1ccc(Cl)cc1CO3	.	i	0.5	-8.1	-14.2	-0.2	0.2	-7.3	0.1
O=C(O)C1CC(O)CN1C(=O)c1ccco1 (stereo not given)	5.2	-0.3	1.1	3.4	2.0	.	-1.7	-8.7	0.4
COc1ccc(CCNC(=O)Cc2cc(OCc3ccccc3)c(OC)cc2[N+](=O)[O-])cc1OC	-3.1	-0.6	0.1	0.6	-5.0	.	7.8	-4.9	1.2
COc1ccc(C(=O)Nc2nccs2)cc1[N+](=O)[O-]	4.1	-0.6	0.2	0.8	-21.2	0.5	-4.9	4.5	0.2
NC(=O)C1CCN(c2nc(-c3cccnc3)cs2)CC1	.	0.2	-1.1	-2.0	-0.6	1.4	14.3	-3.0	1.0
Cc1c(P(=S)(c2ccccc2)c2ccccc2)[n+]2ccccc2n1C/C=C/c1ccccc1	.	-0.4	.	-0.1	0.6	1.3	7.4	.	-0.2
Cc1ccc(N2C(=O)CC(N3CCSCC3)C2=O)c(C)c1 (stereo not given)	0.4	0.0	1.6	25.0	2.3	-0.6	0.5	-18.0	-6.1
N#C/C(=C\c1cccn1-c1ccccc1)C(=O)NC1CCCCC1	8.1	-0.3	1.7	-2.0	-5.8	0.7	17.7	8.8	-0.6
CC(C)CN1CCC(=O)N(CCN=[N+]=[N-])CC1	-6.1	i	1.5	2.4	4.0	-4.5	0.2	-0.2	-1.1
CCOc1ccc2oc(C(=O)N(CC)CC(=O)Nc3ccc(NC(C)=O)cc3)c(C)c2c1	.	i	0.8	2.6	9.2	0.1	11.0	4.4	-0.3
CCOc1cc(CNn2cn[nH]c2=S)cc(Cl)c1OCc1ccccc1F	2.2	-0.4	2.4	-0.8	5.8	0.6	11.2	19.1	-0.6
C=CCNC(=O)Nc1ccc(Cl)cn1	-3.4	.	-1.0	-1.2	6.8	-2.8	-5.9	1.2	0.1
CCOc1cc(N2CCOCC2)c(OCC)cc1NC(=O)C(C)(C)C	0.9	-2.8	0.9	-4.2	8.2	-3.6	-8.4	9.2	-0.3
CCC(C(=O)N1CCN(Cc2ccc3c(c2)OCO3)CC1)n1nnc2ccccc2c1=O (stereo not given)	.	-3.1	.	-7.1	-3.4	1.4	18.6	.	-0.3
C=C1C(=O)[C@]23C[C@H]1CCC2[C@]1(C)CCC[C@@](C)(C(=O)O)C1C[C@@H]3O (stereo not given in full)	.	.	.	-10.0	20.8	-2.4	.	.	-0.4
CCCC(=O)Nc1ccc(C=C(C(C)=O)C(C)=O)cc1	-4.9	i	.	0.5	4.8	1.4	0.3	-8.3	0.0
O=C(Cn1cnc2ccccc21)Nc1cc(C(F)(F)F)ccc1N1CCOCC1	-1.5	i	1.7	-6.8	-0.6	.	-1.2	-13.7	-0.1
COc1ccc(-c2nc3c(C)cc(Br)cn3c2Cc2cccc(Cl)c2)cc1OC	.	.	.	3.3	25.9*	1.3	.	.	0.1
C[C@]1(C(=O)NCCc2c[nH]c3ccccc23)C=C[C@@H](Cc2ccccc2)N1C(=O)c1ccccc1	4.8	i	0.4	-7.6	4.3	1.3	-2.0	27.8	-0.2
O=C(NCCCN1CCOCC1)NC1CCCCC1	-1.6	i	0.6	-0.9	3.1	.	-2.5	-2.5	-0.4
Cc1ccc(S(=O)(=O)N2C[C@@H]3[C@H]4CC[C@H](C4)[C@@H]3[C@@H](C)[C@H]2c2ccn(Cc3ccccc3)c2)cc1	.	1.5	0.3	-14.6	4.2	1.0	-10.3	-0.8	-1.1
CC1(C)C2CCC1(C)C1(C2)NC(=O)c2ccccc2O1 (stereo not given)	-5.7	i	0.3	-1.6	-1.6	0.0	-2.0	4.5	-1.1
O=C(Nc1cc(Cl)ccc1N1CCCCC1)c1cccs1	-1.8	-0.5	0.1	6.3	-8.7	.	5.2	-16.1	0.0
COc1cc(/C=N/NC(=O)c2ccc(Cl)c(S(N)(=O)=O)c2)ccc1OCC(N)=O	1.3	-0.4	-0.1	-10.9	5.6	1.0	2.0	i	0.7
CCOC(=O)c1ccc(NC(=S)N(CCCN2CCN(C)CC2)Cc2cccs2)cc1	6.7	i	-0.6	-3.1	-3.1	1.5	7.5	4.0	-1.0
COc1ccc(CNC(=O)c2ccc(=O)oc2)cc1OC	-3.8	1.4	0.3	1.5	1.9	-0.6	8.3	-5.7	0.5
CC(C)CC(=O)N=Nc1c(O)[nH]c2ccccc12	-1.9	-0.3	-0.6	-1.1	-14.2	0.5	0.0	-7.8	1.5
CCNC(=O)N1CCN(S(=O)(=O)c2ccc3c(c2)OCCCO3)CC1	.	-0.3	-0.1	-2.5	6.4	-0.5	2.8	-15.7	1.1
CC#CCN1c2ccccc2[C@]23C[C@@H](C(=O)OC)N(C(=O)c4ccco4)C2=NC(C(=O)OC)=C(C(=O)OC)[C@H]13	.	1.0	1.5	-1.2	-3.0	-0.3	29.4	1.0	-0.6
CC(C)CCNC(=O)C1CC(c2cccc(F)c2)=NO1 (stereo not given)	.	i	1.7	0.9	6.3	0.5	-7.9	-17.6	-0.3
CCSc1ccc(-c2nn(-c3ccccc3)cc2/C=C(/C#N)C(=O)NCCCOC)cc1	6.3	-0.2	0.8	-2.8	1.2	.	17.1	0.2	-0.5
O=C(Cc1ccc(NS(=O)(=O)c2cccc(C(F)(F)F)c2)cc1)NCCN1CCOCC1	.	-0.5	-0.2	.	-8.1	4.3	3.0	-3.5	.
Cc1cc(C)cc(NC(=O)c2ccc(CN3CCc4ccccc4C3)cc2)c1	3.8	-0.4	3.1	-1.8	-2.8	0.7	-0.1	-10.0	1.1
Cn1c(=O)[nH]c(=O)c2c1nc(SCCCO)n2CCCc1ccccc1	0.8	-1.1	0.1	-13.9	4.3	-0.8	7.0	1.2	0.4
COc1cccc2cc(C(=O)c3ccccc3)oc12	5.0	i	1.3	-0.6	-0.1	1.8	-3.3	-9.5	0.2
O=C(c1ccc2c(c1)OCCO2)C1CCN(C(=O)c2ccc(F)cc2)CC1	6.1	-5.4	-0.2	0.4	2.9	.	-7.5	-9.4	1.8
O=C(Nc1nc2ccccc2[nH]1)c1ccc(Cl)c([N+](=O)[O-])c1	6.1	-1.1	-0.4	-3.0	-0.4	1.2	-1.1	-1.1	0.5
O=C(NC(=S)NNC(=O)c1ccccc1O)c1ccco1	-2.3	-0.1	1.2	4.0	7.6	0.2	1.1	25.5	-0.5
Cc1csc(NC(=O)c2ccccc2O)n1	1.3	i	0.6	-0.7	1.4	.	-2.7	5.5	-0.3
CC1CCN(S(=O)(=O)c2ccc3ncn(CC(=O)N4CCN(C)CC4)c(=O)c3c2)CC1	-0.8	i	1.3	-1.7	-2.4	0.9	3.7	-10.0	0.0
CC(=O)Nc1cccc(C(=O)OCC(=O)N2CCN(C(=O)COC(=O)c3cccc(NC(C)=O)c3)CC2)c1	.	-1.2	-0.7	-27.4	0.1	1.7	10.0	-11.8	-126.9
CSc1nc(-c2ccc(Cl)cc2)c(C#N)c(=O)n1C	2.1	i	0.3	-3.2	4.5	0.5	-6.9	-6.1	-0.1
Nc1ccc2nc(-c3cc(Cl)c(N)c(Cl)c3)[nH]c2c1	-1.2	i	1.6	-12.8	3.0	.	-30.7	30.8	0.1
O=C(C(=O)N1CCOCC1)c1cn(Cc2ccccc2F)c2ccccc12	-1.6	0.4	1.1	-0.2	0.5	1.1	13.6	-9.6	-0.8
Cc1ccc(N(Cc2ccccc2)C(=O)c2cc(S(=O)(=O)N3CCOCC3)ccc2Cl)cc1	.	-1.4	1.5	-1.8	5.5	-0.2	35.0	2.6	-1.5
COc1cccc(-c2csc(N3CCN(S(=O)(=O)c4ccc(F)cc4)CC3)n2)c1	3.0	-1.4	1.0	-7.1	-3.6	.	1.5	-3.8	1.9
Oc1ccc(/C=N/NC(=S)N/N=C/c2ccc(O)cc2)cc1	0.0	-0.1	0.1	-7.6	-8.8	-0.3	-19.8	.	-0.5
O=C(CS(=O)(=O)Cc1ccccc1)Nc1ccc(Br)cc1F	1.9	-0.3	-0.4	-2.2	2.0	0.1	13.7	11.3	1.9
COc1ccc2[nH]cc(C(=O)CCl)c2c1	-4.6	i	0.4	-7.9	8.5	0.2	-2.6	-7.7	-0.3
CN(C)c1ccc(/C=C/c2c([N+](=O)[O-])c(=O)n(C)c(=O)n2C)cc1	-3.5	i	-0.9	9.3	-33.3	0.0	-2.8	-1.2	2.6
Cc1nc2sc(-c3ccccc3)cc2c(=O)n1N	-1.9	i	-2.6	2.3	0.6	0.6	14.0	-16.4	0.8
COc1ccc(-c2nnc(SCC(=O)N3CCN(c4ccccc4)CC3)o2)cc1OC	5.0	-0.4	-0.6	-5.8	-2.5	0.6	4.5	-2.6	-1.2

The listing continues.
structure	SARS 3CLpro inh	BH1578 lux ind	PfHsp40 rescue	Anthrax LF inh2	PrPC TRFRET	TcdB inh	Yp Topo-I inh	PriA SSB inh	BoNT A protease
Cc1ccc(-c2cc(-c3ccc(C)cc3O)[nH]n2)cc1	2.9	i	-0.6	5.2	3.1	2.3	0.6	-35.2	-7.8
Cn1cc(Br)c(C(=O)N2CCN(c3cccc(Cl)c3)CC2)n1	-6.0	-0.5	0.0	5.4	5.3	.	22.3	0.1	2.8
CCc1ccc(C(=O)NC(=S)Nc2ccccc2N2CCOCC2)cc1	2.7	.	23.6	-0.5	.	.	34.7	20.1	0.9
CC1CCCC(C)N1C(=O)COC(=O)CNC(=O)C12CC3CC(CC(C3)C1)C2 (stereo not given)	.	0.5	-0.2	-1.1	-0.8	0.4	5.2	-2.9	-0.4
O=C(N/N=C/c1ccc(-c2cccc([N+](=O)[O-])c2)o1)[C@H]1C[C@@H]1c1ccccc1	0.1	-0.3	-0.1	-2.2	7.1	.	-14.3	.	-0.3
CCCc1ccc2oc(C(=O)N(C)CCn3ccnc3C)c(C)c2c1	-5.2	i	-0.2	-6.2	-6.2	0.9	6.4	-17.7	5.1
COC(=O)c1ccccc1NC(=O)c1ccc(Cn2cc(Cl)cn2)o1	-2.5	-0.8	0.5	1.7	-4.0	.	-5.4	-8.7	-0.2

This is a subset; rates above refer to the full screens.
